# aSyn rescue – alpha-synuclein toxicity inhibition in yeast; Potency, µM (highest dose often 46.1 µM), for the others: top-dose growth rescue (activation), hits mostly activators; 370,000 tested, 0.14% active; Yeast expressing alpha-synuclein, growth rescue, BacTiter-Glo, 24 h; note: potency is the fitted concentration of half-maximal effect; % of control where 0% means no effect; nearly all actives have a fitted effect of over 65% in size
#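 Readout is rescue of growth in alpha-synuclein-expressing yeast, so inhibitors of toxicity appear as activators. Growth after 24 hr at 30 deg C in galactose medium is quantified by luminescence.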
# FUS yeast rescue – FUS proteinopathy suppression in yeast. S. cerevisiae FUS-expressing, growth rescue, OD600, 24 h. Potency, µM (top dose mostly 76.6 µM), for inactives: at the top dose growth rescue (activation), most hits filed as activators. 390,000 tested, 0.24% active. AID 1347120;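 note: potency is the fitted concentration of half-maximal effect; plate controls were DMSO vehicle for no effect and reference control for full effect; nearly all actives have a fitted effect of over 55% in size; some results filed as inactive show a strong effect at the top dose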
#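 FUS-expressing yeast, raffinose-pregrown, induced in 2% galactose minimal medium at OD 0.005; compounds in a dilution series, 24hr at 30C. Growth restoration read as absorbance at 600 nm. CP55940 positive control, DMSO negative.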
# Abeta rescue – compounds reversing amyloid beta toxicity in yeast. Potency, µM (highest dose often 46.1 µM), for inactives: at the top dose growth rescue, actives largely listed as activators. yeast expressing A-beta42, growth rescue, OD600, 48 h; response scale: 0% DMSO, 100% iron-clioquinol control. AID 1347071. 410,000 tested, 0.063% active; note: potency is the fitted concentration of half-maximal effect; nearly all actives have a fitted effect of over 55% in size
#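 Yeast growth medium received pinned compounds, then yeast cells expressing toxic A-beta were added; plates incubated at 30 C for 48 hr. Growth read as absorbance at 600 nm, normalized to DMSO and equimolar FeCl3 plus clioquinol controls.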
# EPAC2 antag – antagonists of human EPAC2 | AID 720708 | Q8WZA2 | EPAC2 GEF exchange of Rap1B-BODIPY-GDP, fluorescence | Potency, µM (doses to about 114 µM), for inactives: at the top dose activity, negative = inhibition, actives largely listed as inhibitors | 360,000 tested, 0.18% active; note: potency is the fitted concentration of half-maximal effect; % is set by controls: 0 for no effect and ±100 for the full control effect; nearly all actives have a fitted effect of over 45% in size; many of its hits are not listed in these tables
# D3 antag – blocks the human D3 dopamine receptor | P35462 | max response, negative = inhibition, % | AID 652054 | 360,000 tested, 2.5% active | D3R cells, DiscoveRx beta-arrestin luminescence, antagonist mode; stronger effect = lower value; in the data active = max response below about -50%; inconclusive = no clear call, values can overlap the other calls; note: % is set by controls: 0 for no effect and ±100 for the full control effect; mostly tested at two doses, the higher about 12 µM
# Target sequence (P35462 whole entry, looked up): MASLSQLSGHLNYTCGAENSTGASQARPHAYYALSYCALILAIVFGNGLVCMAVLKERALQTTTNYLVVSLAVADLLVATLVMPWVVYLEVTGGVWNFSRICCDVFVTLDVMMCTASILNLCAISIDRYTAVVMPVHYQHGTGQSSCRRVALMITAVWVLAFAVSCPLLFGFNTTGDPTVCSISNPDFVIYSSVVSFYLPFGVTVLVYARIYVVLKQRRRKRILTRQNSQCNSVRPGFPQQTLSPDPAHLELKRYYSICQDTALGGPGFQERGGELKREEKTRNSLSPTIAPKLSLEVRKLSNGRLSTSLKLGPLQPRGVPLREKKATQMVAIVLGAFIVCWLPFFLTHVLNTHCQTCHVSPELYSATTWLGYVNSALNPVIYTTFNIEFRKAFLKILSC
#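 Cells plated overnight at 1500 cells/well, then exposed to library compounds with dopamine controls for 90 minutes at 37 degrees C. DiscoveRx reagent added for 30–60 minutes at room temperature; luminescence read, quantitative HTS format.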
# TDP43 rescue – TDP-43 toxicity inhibition in yeast | TDP-43 expressing yeast growth rescue, BacTiter-Glo, 24 h | Potency, µM (titrated, usually from 46.1 µM), inactives show at the highest dose growth rescue (activation), actives largely listed as activators | 410,000 tested, 1.8% active; note: potency is the fitted concentration of half-maximal effect; % of control where 0% means no effect; nearly all actives have a fitted effect of over 50% in size
#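 Yeast expressing TDP-43 (pregrown in raffinose, seeded at OD600=0.02 in galactose medium) exposed to compounds 24 hr at 30 deg C. Growth read by BacTiter-Glo luminescence; rescue of toxicity appears as increased signal.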
# DRD3 agonist – activates the human D3 dopamine receptor | D3R DiscoveRx beta-arrestin cells, luminescence, 90 min | AID 652048 | max activation, % | 410,000 tested, 0.58% active; in the data active = max activation above about 30%; note: 0% is about no effect; mostly tested at two doses, the higher about 12 µM
#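 Agonist mode: compounds and dopamine controls were applied to plated cells for 90 min at 37 degrees C after an overnight attachment at 1500 cells/well. Luminescent read-out followed 30 - 60 minutes at room temperature with DiscoveRx detection reagent.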
# EPAC2 agonist – activates human EPAC2 exchange factor; Potency, µM (highest dose often 154 µM), inactives show at the top dose activation, hits mostly activators; Q8WZA2; AID 720711; 360,000 tested, 0.079% active; EPAC2 activation, biochemical qHTS; response scale: 100% = 6.5 mM cAMP response; note: potency is the fitted concentration of half-maximal effect; nearly all actives have a fitted effect of over 50% in size
#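 Setup: EPAC2 100 nM, labeled Rap1B complex 250 nM, free GDP 50 uM. Compound titrations pinned in, brief spin, 5 min room temperature incubation. Kinetic fluorescence read over 30 min, normalized to 6.5 mM cAMP.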
# The depositor's hits bear a star; ? = inconclusive; . = no result given; [ ] = remark or other dose. Unless noted, calls come from the whole dose curve; as a rule, active = well fitted curve in the direction sought with a large enough effect; inconclusive = small, poorly fitted or top-dose-only effect, or another doubt; inactive = no such curve, though single readings can be large; an effect the other way counts as inactive or inconclusive.
molecule	aSyn rescue	FUS yeast rescue	Abeta rescue	EPAC2 antag	D3 antag	TDP43 rescue	DRD3 agonist	EPAC2 agonist
COC(=O)C[C@H]1CC[C@H](NC(=O)c2cccc(F)c2)[C@@H](CO)O1	-5%	-21%	-5%	-4%	18	12%	6	6%
CCn1c(=NC(=O)CCS(=O)(=O)c2ccccc2)sc2cccc(OC)c21	1%	.	-24%	-9%	3	?	8	14%
O=C(Nc1cccc(NC(=O)c2cccnc2Cl)c1)c1ccco1	-8%	10%	-3%	6%	14	-1%	-4	5%
Cc1ccc(C(=O)C2=C(O)C(=O)N(CCCn3ccnc3)C2c2ccc(OC(C)C)cc2)o1 (stereo unspecified)	3%	10%	-8%	-2%	9	2%	9	12%
Cc1ccc(S(=O)(=O)N(CC(=O)N/N=C/c2ccc(F)cc2)c2cccc3cccnc23)cc1	2%	6%	-17%	10%	-21	-18%	-7	-2%
COCCNC(=O)Cn1c(=O)n(CCCC(=O)NCc2ccc3c(c2)OCO3)c(=O)c2sccc21	2%	14%	3%	0%	11	23%	13	2%
CC1CCN(c2ccc3c(c2)S(=O)(=O)c2cccc(C(=O)NC[C@@H]4CCCO4)c2C3=O)CC1	1%	29%	-5%	5%	108	-1%	31*	112µM*
Cc1ccc(CC2S/C(=N/N=C/c3ccco3)NC2=O)cc1 (stereo unspecified)	4%	5%	-18%	-9%	-4	-6%	-6	14%
O=C(Nc1nnc(COc2ccccc2F)s1)Nc1ccccc1F	3%	27%	-1%	3%	23	-10%[1.82 µM]	1	4%
CCCCP(=O)(CCCC)Cc1ccccc1	-11%	2%	2%	8%	-24	-15%	-9	-2%

# The list goes on (six carried over from the part before).
molecule	aSyn rescue	FUS yeast rescue	Abeta rescue	EPAC2 antag	D3 antag	TDP43 rescue	DRD3 agonist	EPAC2 agonist
Cc1ccc(S(=O)(=O)N(CC(=O)N/N=C/c2ccc(F)cc2)c2cccc3cccnc23)cc1	2%	6%	-17%	10%	-21	-18%	-7	-2%
COCCNC(=O)Cn1c(=O)n(CCCC(=O)NCc2ccc3c(c2)OCO3)c(=O)c2sccc21	2%	14%	3%	0%	11	23%	13	2%
CC1CCN(c2ccc3c(c2)S(=O)(=O)c2cccc(C(=O)NC[C@@H]4CCCO4)c2C3=O)CC1	1%	29%	-5%	5%	108	-1%	31*	112µM*
Cc1ccc(CC2S/C(=N/N=C/c3ccco3)NC2=O)cc1 (stereo unspecified)	4%	5%	-18%	-9%	-4	-6%	-6	14%
O=C(Nc1nnc(COc2ccccc2F)s1)Nc1ccccc1F	3%	27%	-1%	3%	23	-10%[1.82 µM]	1	4%
CCCCP(=O)(CCCC)Cc1ccccc1	-11%	2%	2%	8%	-24	-15%	-9	-2%
COc1cc2c(cc1OC)C(c1ccccc1F)OC(=O)C2 (stereo unspecified)	4%	11%	-4%	-19%	18	?	0	-3%
CCCCn1c(=S)[nH]c2c(=O)n(C)c(=O)n(C)c21	-4%	-7%	-13%	5%	0	8%	-6	2%
COc1ccc(OC)c(NC(=O)c2ccc(NS(=O)(=O)c3c(C)noc3C)cc2)c1	-5%	45%	5%	-3%	-17	-8%	-1	-1%
COC1OC2COC(c3ccccc3)OC2C(=O)C1NC(=O)c1ccccc1 (stereo unspecified)	5%	.	-7%	3%	-13	?	4	2%
CC(C)Cn1nc(NC(=O)c2ccco2)c2cc3ccccc3nc21	6%	27%	?	-12%	3	-16%	6	-13%
CCN(CC)CCNC(=O)c1ccc(NC(=O)c2cc(S(=O)(=O)N3CCCCC3)ccc2C)cc1	-7%	.	1%	0%	-12	1%	1	3%
Cc1cccc(NC(=O)NCCN2CCN(c3ccccc3)CC2)c1C	-5%	3%	15%	0%	-71*	1%	8	4%
S=c1nc(COc2ccccc2)[nH]c2ccccc12	-2%	-16%	22%	2%	-2	?	-4	6%
CCOC(=O)/C(=N\Nc1ccc(Br)cc1)N1CCN(c2ccccc2OC)CC1	27%	20%	-25%	5%	-8	?	-6	8%
O=C1NCC(COCc2ccccc2)O1 (stereo unspecified)	8%	-6%	7%	2%	-16	22%	4	10%

# More results follow:
molecule	aSyn rescue	FUS yeast rescue	Abeta rescue	EPAC2 antag	D3 antag	TDP43 rescue	DRD3 agonist	EPAC2 agonist
Cc1ccc2c(Cl)cc(Cl)c(OCC(=O)OCC(=O)Nc3ccc(C#N)cc3)c2n1	3%	7%	-7%	-1%	14	?	6	6%
CC(=O)N1CCN(c2ccc(NC(=O)c3ccc(F)cc3)cc2)CC1	8%	4%	-12%	-6%	4	4%	0	-4%
CSc1ccc(/C=C/C(=O)c2c(O)cc(C)oc2=O)cc1	1%	?	-21%	-10%	0	4%	14	1%
O=C(NCCc1ccccc1)c1ccccc1SCC(=O)N1CCCC1	?	-11%	-2%	-1%	-3	0%	3	2%
COCCCNC(=O)c1sc2nc(C)c(C(=O)Nc3ccc(C)cc3C)c(-c3ccc(Br)cc3)c2c1N	.	?	0%	.	.	25%	-6	.
Cc1onc(-c2ccccc2Cl)c1C(=O)Nc1cccnc1	-2%	31%	-5%	13%	-19	-17%	-6	5%
O=C(C1CCCO1)N1CCN(c2ncccn2)CC1 (stereo unspecified)	-9%	7%	-19%	18%	-9	-12%	-4	5%
Cc1ccc(Nc2ncc3c(n2)CC(c2ccco2)CC3=O)c(C)c1 (stereo unspecified)	5%	10%	-2%	-9%	6	0%	7	-13%
O=C(c1ccccc1S(=O)(=O)NCc1ccccc1)N1CCCC1	1%	-19%	7%	-5%	15	28%	5	1%
Cc1noc(/C=C/c2ccco2)c1S(=O)(=O)N1CCC(C(=O)N(C)Cc2ccccc2)CC1	1%	?	-2%	-4%	-25	25%	-7	2%

# Molecules above that contain bromine:
molecule	aSyn rescue	FUS yeast rescue	Abeta rescue	EPAC2 antag	D3 antag	TDP43 rescue	DRD3 agonist	EPAC2 agonist
CCOC(=O)/C(=N\Nc1ccc(Br)cc1)N1CCN(c2ccccc2OC)CC1	27%	20%	-25%	5%	-8	?	-6	8%
COCCCNC(=O)c1sc2nc(C)c(C(=O)Nc3ccc(C)cc3C)c(-c3ccc(Br)cc3)c2c1N	.	?	0%	.	.	25%	-6	.

# The listing continues.
molecule	aSyn rescue	FUS yeast rescue	Abeta rescue	EPAC2 antag	D3 antag	TDP43 rescue	DRD3 agonist	EPAC2 agonist
O=C(/C=C/c1ccccc1)NC(=S)N1CCSCC1	-3%	-13%	-19%	4%	5	17%	3	9%
CC(=O)N1CCOc2ccc(S(=O)(=O)NCCc3ccc(S(N)(=O)=O)cc3)cc21	-1%	9%	9%	1%	11	-9%	7	1%
Cc1ccc(C)c(CN2CCCN(CC(=O)Nc3ccc(C)c(C)c3)S2(=O)=O)c1	.	23%	6%	.	.	13%	6	.
CCN(CC)c1ccc(C(=O)N/N=C(\C)c2ccc(OC)c(OC)c2)cc1	-2%	.	-6%	11%	10	-16%	-7	4%
CCOc1ccc(C(=O)N(CC)CC(=O)Nc2ccc3c(c2)OCCO3)cc1OCC	-2%	-4%	-13%	3%	2	-1%	-23	3%
COc1ccc(CN2C(=O)CN(C3CCCCCC3)C(=O)C2c2ccc(F)cc2)cc1 (stereo unspecified)	-3%	7%	15%	-8%	-16	-13%	-29	9%
COCCN(C(=O)CCC(=O)Nc1ccccn1)C(C(=O)NC(C)C)c1ccc(Cl)cc1 (stereo unspecified)	2%	-15%	-1%	21%	4	-10%	-5	0%
O=C(Nc1ccc2ccccc2n1)C1CCCCC1	4%	-6%	-7%	-4%	-7	-7%	5	9%
Cc1ccccc1OCC(=O)N1CCCCCCC1	2%	-2%	19%	1%	13	20%	1	0%
Cc1cccc(C)c1NC(=O)C(NC(=O)CN1C(=O)c2ccccc2C1=O)c1ccccc1 (stereo unspecified)	2%	22%	-6%	5%	-26	-21%	8	-7%

# Following part.
molecule	aSyn rescue	FUS yeast rescue	Abeta rescue	EPAC2 antag	D3 antag	TDP43 rescue	DRD3 agonist	EPAC2 agonist
O=C1C=C(NNC(=O)c2cccnc2)CC(c2ccco2)C1 (stereo unspecified)	-7%	-7%	7%	-1%	1	25%	0	7%
CCC/C(=N\NC(=O)c1csc(C)c1C)c1cccs1	0%	17%	-13%	-5%	-51*	23%	-10	1%
C=CCc1c(C)nc2nc(SCC(=O)Nc3ccc(C)c(C)c3)nn2c1C	.	12%	6%	.	.	29%	9	.
Cc1ccc(NC(=O)CSc2nnc(COc3ccc(C#N)cc3)n2-c2ccccc2)cc1C	3%	2%	-6%	-13%	2	-3%	-2	4%
O=C(OCc1cn([C@@H]2CN(CC3CCCCC3)[C@@H](c3ccc(Cl)cc3)C[C@H]2O)nn1)c1ccccc1	-2%	-2%	-24%	8%	0	?	-10	12%
CCOC(=O)Cc1csc(SCC(=O)NC(C)C23CC4CC(CC(C4)C2)C3)n1 (stereo unspecified)	3%	29%	-5%	9%	4	22µM*	5	0%
C/C(=N/NC(=O)CCc1ccccc1)c1ccc2c(c1)OCO2	-3%	-6%	9%	2%	12	-3%	13	15%
COc1ccc(CCNC(=O)Cn2cnc3sc(C)c(-c4ccc(F)cc4)c3c2=O)cc1OC	1%	18%	5%	-6%	11	7%	1	0%
O=C(CN1C(=O)c2ccccc2C1=O)OC(C(=O)c1ccc(Cl)cc1)c1ccccc1 (stereo unspecified)	1%	14%	1%	3%	-4	-18%	13	4%
COC(C(=O)Nc1cccc([N+](=O)[O-])c1)c1ccccc1 (stereo unspecified)	7%	-15%	-5%	-3%	1	?	10	11%
CCOC(=O)c1sc2ncn(CC(=O)NCC3CCCO3)c(=O)c2c1C (stereo unspecified)	7%	25%	8%	0%	0	2%	-11	0%
CCN(CC)C(=S)SC1CCCCN(C(=O)c2ccc(F)cc2)C1=O (stereo unspecified)	0%	2%	-13%	-4%	-18	22%	-5	17%

# This is a subset (hit frequency here may not be typical).
